Screens as filed in PubChem BioAssay.
MITF primary: human MITF inhibition, primary screen | O75030 | inhibition, % at 2.6 µM | 650,000 tested, 0.91% active | AlphaScreen MITF homodimerization, bead proximity signal | AID 1259374; in the data active means inhibition above about 50%;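 further: 0% = vehicle wells with protein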
Target sequence (O75030 whole entry, looked up): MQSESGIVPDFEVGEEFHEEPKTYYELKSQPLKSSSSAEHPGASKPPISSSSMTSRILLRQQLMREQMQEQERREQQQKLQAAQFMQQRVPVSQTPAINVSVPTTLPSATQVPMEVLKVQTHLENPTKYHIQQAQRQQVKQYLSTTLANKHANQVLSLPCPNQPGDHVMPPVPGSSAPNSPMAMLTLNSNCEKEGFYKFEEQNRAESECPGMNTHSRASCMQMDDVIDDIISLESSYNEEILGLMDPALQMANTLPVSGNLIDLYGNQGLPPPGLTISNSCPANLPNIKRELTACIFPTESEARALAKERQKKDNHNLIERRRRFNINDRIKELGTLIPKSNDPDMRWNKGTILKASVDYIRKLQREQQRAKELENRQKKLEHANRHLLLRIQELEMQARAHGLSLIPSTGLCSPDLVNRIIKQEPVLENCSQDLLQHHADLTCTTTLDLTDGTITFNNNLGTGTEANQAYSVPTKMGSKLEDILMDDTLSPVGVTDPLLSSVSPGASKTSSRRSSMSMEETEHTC
GPR151 ag: activators of human GPR151 | Q8TDV0 | PathHunter beta-arrestin GPR151 cells, luminescence | activation, % at 11.2 µM | 650,000 tested, 1% active | AID 1508602; in the data active means activation above about 4.9%;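 further: 0% = median of compound wells and 100% = cells with positive control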
Target sequence (Q8TDV0 whole entry, looked up): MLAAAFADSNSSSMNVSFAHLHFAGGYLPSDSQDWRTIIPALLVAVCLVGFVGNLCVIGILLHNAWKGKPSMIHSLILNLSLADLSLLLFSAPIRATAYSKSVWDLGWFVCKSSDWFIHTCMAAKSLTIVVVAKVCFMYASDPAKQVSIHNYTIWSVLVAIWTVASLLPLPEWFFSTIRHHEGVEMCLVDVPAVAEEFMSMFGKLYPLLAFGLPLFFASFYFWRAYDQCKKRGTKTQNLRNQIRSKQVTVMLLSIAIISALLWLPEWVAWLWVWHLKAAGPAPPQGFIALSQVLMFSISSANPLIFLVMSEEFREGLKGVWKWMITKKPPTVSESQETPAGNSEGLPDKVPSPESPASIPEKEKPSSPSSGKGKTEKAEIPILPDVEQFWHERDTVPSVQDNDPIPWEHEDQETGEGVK
TEAD-YAP inh: TEAD-YAP interaction inhibition | HEK-TIYL cells, TEAD-Gal4/YAP UAS-luciferase luminescence | inhibition, % at 9.12 µM | 640,000 tested, 1.4% active; in the data active means inhibition above about 32%;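 further: 0% = median of test compound wells and 100% = reference inhibitor wells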
FBW7 act: activators of human E3 ligase FBW7 | AlphaScreen FBW7–phospho-cyclin E peptide binding, activator screen | Q969H0 | 650,000 tested, 0.13% active | normalized activity (activation), % at 26.1 µM; in the data active means normalized activity above about 1.9%;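 further: purified mutant Fbw7 with reduced substrate affinity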
* marks the source's active call; other numbers are inactive results; . = no result given; & = joins results of further samples.

SMILES	MITF primary	GPR151 ag	TEAD-YAP inh	FBW7 act
Cc1c(C=O)c2ccccc2n1Cc1ccc([N+](=O)[O-])cc1	14	-0.2	6	0.0
CCCCC/C=C\C[C@H]1O[C@H]1CCCCCCCC(=O)O	6	0.4	.	.
CC(C)c1c(CN(C)C(C)Cc2ccccc2)n(C)n(-c2ccccc2)c1=O (stereo unspecified)	-10&11	1.1&0.4	-7	0.0&0.0
CSc1ccc(/C=C/c2nc3ccccc3c(=O)n2-c2ccc(Cl)cc2)cc1	-7	-0.2	-13	-0.2
CCC(C)N1CCN(Cc2ccc(F)cc2)CC1 (stereo unspecified)	59*	-0.9	-1	-0.1
CN(C)S(=O)(=O)c1ccc2[nH]cc(CCN)c2c1	10	1.6	6	0.0
O=C1NC(=S)NC(=O)C1=Cc1ccc(OCc2ccccc2)c(C(=O)O)c1	19	-1.6	7	0.7
N#CC(C#N)=Cc1cccc(OC(F)F)c1	8	1.3	2	0.2
C#CCN1CCCC2(CCOC(C)(CC)C2)C1 (stereo unspecified)	-6	1.1	4	0.1
C=CC[n+]1ccc(-c2cc[n+](CC=C)cc2)cc1	-13	0.8	-4	0.0
COc1ccc(OC)c(CN2CCN(C(C)C)CC2)c1	72*	-0.4	1	-0.1
COc1cc(/C=C/[N+](=O)[O-])ccc1OC(=O)C(C)(C)C	30	1.3	4	0.0
C=CCN1C(=O)C2(C(C(=O)OC)=C(N)Oc3cc(C)n(CC)c(=O)c32)c2ccccc21 (stereo unspecified)	0	-1.6	-2	0.0
CCCCCCCC/C=C\CCCCCCCC(=O)OC[C@@H](COP(O)(O)=S)OC	-21	1.6	.	.
Cn1nc(-c2ccccc2F)c2cc(C(=O)N3CCC4(CC3)OCCO4)sc21	-2	-0.6	6	-0.1
O=c1cccc2n1CC1CC2CN(c2nc(Cl)nc(NCc3ccco3)n2)C1 (stereo unspecified)	7	-0.6	-8	-0.2
Cc1cccc(OCC(=O)Nc2cc(Cl)c([N+](=O)[O-])cc2C)c1	-14	-1.0	-7	0.1
O=C(c1ccccc1)c1cc(Cl)ccc1N1C(=O)c2ccc(Br)cc2C1=O	3	0.7	-4	0.1
CCOc1ccccc1N1CCN(Cc2ccc(OC)cc2)CC1	32	1.7	-6	-0.1
Cc1ccc(C2N(c3cc(C)on3)C(=O)C3CCCN32)cc1 (stereo unspecified)	7	1.1	-6	1.0
COc1ccc(/C=C2\CC3C4CC=C5CC(O)CCC5(C)C4CCC3(C)C2O)cc1 (stereo unspecified)	13	0.7	-13	0.9
COc1ccc(CN2CCN(C(=O)COc3ccccc3)CC2)cc1OC	44	-0.4	4	-0.3
CC[n+]1c(/C=C/c2ccc(N(C)C)cc2)ccn1-c1ccccc1	16	1.4	-4	0.2
CCC(=O)OC1(c2ccccc2)CCN(C)CC1C (stereo unspecified)	17	-2.1	-3	0.4
CCOC(=O)C1=C(N)Oc2c(c(=O)oc3ccccc23)C1c1c(F)cccc1Cl (stereo unspecified)	9	-0.7	5	0.0
Continued:
SMILES	MITF primary	GPR151 ag	TEAD-YAP inh	FBW7 act
CCCNC(=O)COc1ccc(Br)c(C)c1	20	0.8	-10	0.2
O=C(CN1CCCCC1)c1ccccc1Cl	0	-0.7	3	0.1
CCCCCCC1C(=O)NC(=S)N(c2ccccc2)C1=O (stereo unspecified)	-3	1.9	4	-0.2
CCN1CCN(Cc2ccccc2C#N)CC1	-7	-1.5	1	-0.1
CC(=O)OC1(c2ccccc2)CC(C(C)(C)C)CN(C(C)(C)C)C1 (stereo unspecified)	3	-0.7	0	-0.1
N=C1SC2CS(=O)(=O)CC2N1Cc1ccccc1 (stereo unspecified)	2	-1.3	12	0.4
N#Cc1ccc(NC(=O)c2ccc3c(c2)S(=O)(=O)N=C2CCCCCN23)cc1Cl	-4	-0.5	6	-0.2
O=[N+]([O-])c1cc(F)c(N2CCCCCC2)cc1N1CCNCC1	0	2.5	-3	0.5
CCOc1ccc(CN(CCc2ccc3c(c2)OCO3)Cc2ccc(OC)c(Br)c2)cc1	6	0.4	-3	0.0
CC(C)(C)c1cc(=O)[nH]c(N2CCNCC2)n1	-10	-0.5	2	0.0
Nc1c(C(=O)Nc2cccc(F)c2)sc2nc3c(cc12)C1CCN3CC1	-6	-0.1	20	0.1
CN(C)P(=NC(=S)Nc1ccccc1)(N(C)C)N(C)C	25	-1.1	3	0.6
CC(C)N1CCN(Cc2cccc3c2OCO3)CC1CCO (stereo unspecified)	-2	1.1	-5	-0.1
CN(C)c1ccc(/C=C/c2nc3ccccc3c(=O)n2-c2ccccc2)cc1	-17	-0.2	-7	0.4
O=C(O)C1C2c3ccccc3C(c3ccccc32)C1C(=O)NCCO (stereo unspecified)	-6	-1.3	-21	-0.1
COc1ccc2c(c1OC)C(=O)OC2C1c2cc3c(cc2CCN1C)OCO3 (stereo unspecified)	7	0.6	-7	0.2
CSc1nnc(C(C)(C)C)c(=O)n1N	5	-0.8	0	-0.1
O=C(Cc1ccccc1)N1CCN(Cc2cccc(Oc3ccccc3)c2)CC1	45	0.7	5	0.0
COc1cccc(CN2CCN(CC(C)C)C(CCO)C2)c1OC (stereo unspecified)	5	-0.8	6	0.0
O=C(/C=C/c1cccs1)NC(=S)N1CC2CC(C1)c1cccc(=O)n1C2 (stereo unspecified)	0	-1.9	13	0.1
CC1=CC(=C2C(=O)NC(=S)NC2=O)C=C(C(F)(F)F)N1C	1	0.7	-3	-0.1
O=C1C2CCN(CC2)C1Cc1ccccc1O (stereo unspecified)	22	-1.3	-1	0.2
COCCn1nnnc1CN1CC=C(c2ccc(F)cc2)CC1	6	-0.2	-5	-0.1
CCCC/C(=N\O)c1c(C)[nH]c2ccccc12	13	0.4	-9	1.1
CCCCCCOC(=O)C1CN1C(Cc1ccccc1)C(=O)OC (stereo unspecified)	-3	1.0	-3	0.1
Other records follow.
SMILES	MITF primary	GPR151 ag	TEAD-YAP inh	FBW7 act
O=c1cccc2n1CC1CC2CN(Cc2ccccc2[N+](=O)[O-])C1 (stereo unspecified)	-10	-0.1	2	0.1
O=c1c2ccccc2nc(/C=C\c2ccc(F)c(F)c2)n1-c1ccc(F)cc1	2	0.0	7	0.0
CCN1CCN(c2ccc(NC(=O)C(Cl)(Cl)Cl)cc2)CC1	-5	-1.8	-13	-0.2
CC(=O)c1ccc(N2CCN(Cc3ccc(C)cc3)CC2)cc1	3	1.7	1	-0.2
S=C(Nc1cccc2ccccc12)NC1CN2CCC1CC2 (stereo unspecified)	5	-0.9	-4	0.4
CCOc1cc(C2C(C#N)=C(N)Oc3c2c(=O)oc2ccccc32)cc([N+](=O)[O-])c1OC(=O)N1CCOCC1 (stereo unspecified)	8	-0.4	1	-0.1
COC(=O)C1C(=O)NC2(C)CC1c1cccc(OC)c1O2 (stereo unspecified)	12	-0.2	-1	-0.5
CCOc1ccc(CNCCc2ccc3c(c2)OCO3)cc1	41	-1.1	7	0.0
O=C(C1CC(c2ccccc2O)=NO1)N1CCC2(CC1)OCCO2 (stereo unspecified)	-10	2.4	-48	-0.3
O=C(Cn1nc(-c2ccccc2)ccc1=O)N1CCC2(CC1)OCCO2	4	-1.1	-3	0.2
CCOC(=O)c1c(CN2CCN(CC#N)CC2)n(Cc2ccccc2)c2cc(Br)c(O)cc12	10	0.4	17	0.1
Cc1ccc(-c2ocnc2C(=O)Nc2ccc(C#N)c(Cl)c2)cc1	3	-0.2	-21	-0.1
COc1cc(/C=C/[N+](=O)[O-])cc(Br)c1O	-3	-0.6	1	-0.2
Cc1cccc2cc(C=C(C#N)C#N)c(=O)[nH]c12	-2	-1.0	4	0.0
Cc1noc(C)c1CN1CCN(C(=O)Cc2ccc(SC(C)C)cc2)CC1	-1	1.1	1	-0.1
O=c1c2ccccc2nc(/C=C/c2cccc(C(F)(F)F)c2)n1-c1ccc(Cl)cc1	-11	0.9	-1	-0.2
CCOC(=O)C1C2NC(=S)N(CCCOC)C1(C)Oc1c(OCC)cccc12 (stereo unspecified)	4	1.2	-6	0.0
Cc1[nH]c2ccccc2c1CCNCC(C)(C)C	35	-1.1	4	-0.1
Cc1ccccc1-n1c(/C=C/c2ccc3c(c2)OCO3)nc2ccccc2c1=O	-1	0.1	10	0.0
Cc1cc(NCCNc2ccc([N+](=O)[O-])cc2)n2c(nc3ccccc32)c1C#N	-6	-0.5	-2	-0.2
Cc1ccc(Cl)cc1-n1c(/C=C\c2ccc(F)cc2)nc2ccccc2c1=O	5	0.0	15	0.6
COP(=O)(OC)OC=C(Cl)Cl	9	0.4	8	0.2
COc1cc(OC)nc(C(SCCNC(=O)c2ccco2)c2ccccc2)n1 (stereo unspecified)	24	-0.3	5	0.1
COc1cc(CN2CCN(CCO)CC2)cc(OC)c1OC	1	0.3	10	0.0
CN(C)S(=O)(=O)c1ccc(C(=O)Nc2ccc(Cl)cc2C(=O)c2ccccc2)cc1	12	0.1	6	0.0
Later entries
SMILES	MITF primary	GPR151 ag	TEAD-YAP inh	FBW7 act
COc1ccc(CN2CCN(c3ccc(F)cc3)CC2)cc1O	49	-0.5	-2	0.1
CCOc1cc(/C=C/[N+](=O)[O-])cc(I)c1O	17	-0.8	9	-0.1
COc1ccccc1-n1c(/C=C/c2ccc3c(c2)OCO3)nc2ccccc2c1=O	12	0.1	14	0.1
Cc1ccccc1OP(N)(=O)Oc1ccccc1C	1	1.9	-2	0.2
OCCN1C2CCC1CC(O)(c1ccc(F)cc1)C2 (stereo unspecified)	-1	-0.6	-2	-0.1
CCOc1ccccc1N1Cc2ccccc2C1=N	5	0.8	8	0.0
C[C@H]1C(=O)N2CCN(CC3CC3)C[C@@H]2C(=O)N1C	20	0.4	1	0.8
COc1cccc(CN2CCN(C)CC2)c1O	26	0.6	4	0.4
CC(C)NCC(O)c1ccc([N+](=O)[O-])cc1 (stereo unspecified)	-7	1.7	19	-0.3
COc1ccc(CC(=O)N2CCN(C)CC2)cc1	6	0.6	4	-0.1
COc1ccc(CCNCc2ccccn2)cc1OC	12	0.7	1	-0.1
Cc1nn(Cc2ccccc2Cl)c(Cl)c1C=O	-8	-2.3	-5	-0.1
O=C(Nc1ccccn1)c1c(O)c2ccccc2n(Cc2ccccc2)c1=O	0	1.8	-12	0.3
c1ccc(CN2CCc3nc4ccncc4cc3C2)cc1	4	-0.4	-1	0.1
COc1cccc(-c2nn(CCC#N)cc2C(N)=O)c1	17	0.5	-4	0.4
CC1CCCC(Nc2cnn(C34CC5CC(CC(C5)C3C(=O)O)C4)c(=O)c2Cl)C1C (stereo unspecified)	16	-0.5	4	0.1
Fc1cccc(NC(=S)N2CCCCC2c2cccnc2)c1 (stereo unspecified)	2	0.8	0	-0.1
C=CCNC(=O)c1cn(Cc2ccccc2)cc(C(=O)N(CC)Cc2ccccc2)c1=O	3	-0.8	5	0.0
OC1/C(=C/c2ccccc2)N2CCC1CC2 (stereo unspecified)	-6	-0.8	2	-0.1
CC(Cc1ccccc1)NC(=O)/C=C/c1ccco1 (stereo unspecified)	7	0.0	-1	0.0
Cc1cc(C=O)c(C)n1Cc1ccco1	4	1.0	13	-0.2
O=C(c1ccncc1)N1CCN(C2CC3CCC2C3)CC1 (stereo unspecified)	64*	2.1	-4	-0.1
Cc1ccc(/C=C2/C(=O)NC(=O)N(Cc3ccc(F)cc3)C2=O)o1	13	0.5	-3	-0.1
N/C(=N\[N+](=O)[O-])Nc1ccc(NC(=O)c2ccco2)cc1	-3	-0.3	-2	0.0
NC(=NCCCC(NC(=O)c1ccco1)C(=O)O)N[N+](=O)[O-] (stereo unspecified)	23	-0.6	5	0.4
O=C(CN1CC2CC(C1)c1cccc(=O)n1C2)Nc1ccc(Br)cc1C(=O)c1ccccc1Cl (stereo unspecified)	15	0.7	-6	-0.1
NC1C[C@H]1c1ccccc1 (stereo partly specified)	8	-0.7	-4	0.1
CCc1ccc(-n2c(=O)c(C#N)cc3c(=O)n4ccccc4nc32)cc1	3	0.8	13	-0.5
Fc1ccc(CNCCc2c[nH]c3ccccc23)cc1	19	-0.2	11	-0.3

Among those listed so far, these have four or more nitrogen atoms:
SMILES	MITF primary	GPR151 ag	TEAD-YAP inh	FBW7 act
O=c1cccc2n1CC1CC2CN(c2nc(Cl)nc(NCc3ccco3)n2)C1 (stereo unspecified)	7	-0.6	-8	-0.2
N#Cc1ccc(NC(=O)c2ccc3c(c2)S(=O)(=O)N=C2CCCCCN23)cc1Cl	-4	-0.5	6	-0.2
O=[N+]([O-])c1cc(F)c(N2CCCCCC2)cc1N1CCNCC1	0	2.5	-3	0.5
CC(C)(C)c1cc(=O)[nH]c(N2CCNCC2)n1	-10	-0.5	2	0.0
Nc1c(C(=O)Nc2cccc(F)c2)sc2nc3c(cc12)C1CCN3CC1	-6	-0.1	20	0.1
CN(C)P(=NC(=S)Nc1ccccc1)(N(C)C)N(C)C	25	-1.1	3	0.6
CSc1nnc(C(C)(C)C)c(=O)n1N	5	-0.8	0	-0.1
COCCn1nnnc1CN1CC=C(c2ccc(F)cc2)CC1	6	-0.2	-5	-0.1
CCOc1cc(C2C(C#N)=C(N)Oc3c2c(=O)oc2ccccc32)cc([N+](=O)[O-])c1OC(=O)N1CCOCC1 (stereo unspecified)	8	-0.4	1	-0.1
CCOC(=O)c1c(CN2CCN(CC#N)CC2)n(Cc2ccccc2)c2cc(Br)c(O)cc12	10	0.4	17	0.1
Cc1cc(NCCNc2ccc([N+](=O)[O-])cc2)n2c(nc3ccccc32)c1C#N	-6	-0.5	-2	-0.2
COc1cccc(-c2nn(CCC#N)cc2C(N)=O)c1	17	0.5	-4	0.4
N/C(=N\[N+](=O)[O-])Nc1ccc(NC(=O)c2ccco2)cc1	-3	-0.3	-2	0.0
NC(=NCCCC(NC(=O)c1ccco1)C(=O)O)N[N+](=O)[O-] (stereo unspecified)	23	-0.6	5	0.4
CCc1ccc(-n2c(=O)c(C#N)cc3c(=O)n4ccccc4nc32)cc1	3	0.8	13	-0.5

The list is partial, so the mix of outcomes need not match the whole.
